TGFb SMAD3 inh: TGF-b pathway inhibition | actives 1.2% (n = 410,000) | HepG2 CAGA-GFP TGF-b/SMAD3 reporter, GFP fluorescence, 18 h; TGF-beta stimulated, 500 pg/mL final | Potency, µM (titrated, usually from 46.1 µM), inactives show at the top dose activity, negative = inhibition, hits mostly inhibitors | AID 588855; note: % is set by controls: 0 for no effect and ±100 for the full control effect; nearly all actives have a fitted effect of over 65% in size
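HEPG2 CAGA-GFP, 1000 cells/well; 2 h settle, 37 C; cpd via pin tool; TGF-b 500 pg/mL final; 18 h, 37 C; GFP imaging ex488/em500-530; %Activity normalised to -TGF-b and +DMSO controls; CRC fit, curve class.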
A549 tox: kills or reduces viability of A549 cells in Nrf2 counter-screen. A549 ARE-Fluc cells, CellTiter-Fluor viability, 18-24 h. Potency, µM (doses to about 46 µM), without a hit: at the highest dose activity change, negative = cytotoxicity, hits mostly inhibitors. actives 0.16% (n = 390,000). AID 504648; note: % is set by controls: 0 for no effect and ±100 for the full control effect
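Cytotoxicity counterscreen: CellTiter-Fluor fluorescence was measured in A549 ARE_Fluc cells after 18-24 h of compound exposure in a concentration series. The subsequent BugLite luminescent read reports ARE-luciferase activity.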
Nrf2 ARE act: activators of Nrf2 (ARE) signaling | Potency, µM (doses to about 46.1 µM), for the others: at the highest dose activation, actives largely listed as activators | actives 0.31% (n = 410,000) | AREc32 ARE-luciferase reporter (MCF7-derived line), luminescence, 24 h; note: % of control where 0% means no effect; nearly all actives have a fitted effect of over 65% in size
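Nrf2 activation is followed as ARE-luciferase induction in the AREc32 line after one day of compound treatment; luminescence is read with Steady-Glo.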
* marks the source's active call; other numbers are inactive results; u = inconclusive; [ ] = remark or other dose. Calls come from the whole dose curve; as a rule, active = well fitted curve in the direction sought with a large enough effect; inconclusive = small, poorly fitted or top-dose-only effect, or another doubt; inactive = no such curve, though single readings can be large; an effect the other way counts as inactive or inconclusive. Potency is the fitted concentration of half-maximal effect. This is a subset (hit frequency here may not be typical).

SMILES | TGFb SMAD3 inh | A549 tox | Nrf2 ARE act
O=C(CSc1nc2ccccc2nc1Cc1ccccc1)NCc1ccccc1Cl | 2% | 8% | -0.8%
COc1cc(OC)c(NC(=O)Nc2ccccc2OCc2cc(=O)n3cc(C)ccc3n2)cc1Cl | 3% | 0% | 1.0%
CCOC(=O)c1ccc(CN(Cc2ccc(F)cc2)S(=O)(=O)c2ccc(F)c(C(=O)Nc3ccc(Cl)cc3F)c2)cc1 | -5% | -1% | -0.2%
COc1ccc(-c2nn(-c3cccc([N+](=O)[O-])c3)c3c2cnc2cc4c(cc23)OCO4)cc1 | 40%[activator] | 2% | -0.6%
CC(=O)c1ccc(NC(=O)CSc2nnc3ccc(-c4ccc(Br)cc4)nn23)cc1 | -27% | 2% | -0.3%
CCCCn1c(SCC(=O)Nc2cccc(OC)c2)nc2c(sc3ccccc32)c1=O | -24% | 1% | -0.9%
COc1ccc(S(=O)(=O)Nc2cccc(-c3ccc(N4CCCC4)nn3)c2)c(OC)c1 | -27% | 11% | 9.5%
CCOC(=O)c1cc(-c2ccccc2)n(CCC(=O)Nc2cc(C)cc(C)c2)c1C | u | -2% | 4.0%
COc1ccc2nc(N(Cc3cccnc3)C(=O)c3ccco3)sc2c1 | -5% | -7% | 2.9%
COc1ccc(N2CC(NC(=O)C3CCCC3)CC2=O)cc1 (stereo unspecified) | 22% | 8% | 0.2%
Cc1cccc(NC(c2cccc(F)c2)c2ccc3ccc(C)nc3c2O)n1 (stereo unspecified) | u | -6% | 14%
Cc1ccc(C2C=C(c3ccccc3)Nc3nc(NS(=O)(=O)c4ccc(C)cc4)nn32)cc1 (stereo unspecified) | -7% | 6% | -0.6%
Cc1ccc2nc(N(Cc3cccnc3)C(=O)c3ccco3)sc2c1 | 3% | 1% | 0.7%
COc1ccc2c(c1)CC(C(=O)NCc1ccc(F)cc1)CO2 (stereo unspecified) | 1% | 0% | -0.6%
CC(C)c1ccc(NC(=O)CSC2=Nc3ccccc3C3=NC(CCC(=O)NCc4ccc(F)cc4)C(=O)N23)cc1 (stereo unspecified) | -26% | u | 1.2%
COc1ccc(CCNC(=O)c2ccc3nc(Cc4ccccc4)oc3c2)cc1OC | u | -19% | 7.0%
COc1ccccc1C(=O)Nc1cc(-c2cccc(Br)c2)nn1-c1ccccc1 | u | 4% | 0.4%
Cc1cccc(NC(=O)CSc2nc3c([nH]c4ccccc43)c(=O)n2-c2cc(C)cc(C)c2)c1 | u | -1% | 5.2%
COc1ccc(C(=O)Nc2ccc(N3CCN(c4ccccc4)CC3)c(C(=O)O)c2)cc1 | -5% | -9% | 0.6%
O=C(CCSCc1cccc(F)c1)NCc1ccccc1 | -7% | -1% | -0.5%
CCOC(=O)c1cc(-c2ccccc2)n(CCC(=O)Nc2cc(OCC)ccc2OCC)c1C | 0% | 4% | -0.1%
O=c1oc2c(CN3CCN(CCO)CC3)c(O)ccc2cc1-c1ccccc1 | -2% | u | 10%
COc1cc(NC(=O)NCCn2nnc3cc(S(=O)(=O)N(C)C)ccc32)cc(OC)c1OC | 2% | -11% | -0.7%
CN(C)S(=O)(=O)c1ccc2c(c1)N(CC(=O)N1CCN(c3cccc(Cl)c3)CC1)CCS2 | 21% | 1% | -1.8%
COc1ccccc1-n1c(=O)c2c3c(sc2n(C)c1=O)CN(C(C)=O)CC3 | -3% | -1% | 6.7%
O=C(CSc1nc2c([nH]c3ccccc32)c(=O)n1-c1ccc(Cl)cc1)N1CCCC1 | 4% | 4% | -0.3%
O=C(NC1CCCC1)c1ccc2c(=O)n(Cc3ccccc3)c(SCc3cccc([N+](=O)[O-])c3)nc2c1 | u | 3% | 0.0%
CCc1ccccc1NC(=O)CSc1nc2n[nH]c(C)c2c(=N)n1-c1cccc(C)c1 | u | -6% | 4.8%
CCCCC(=O)Nc1ccc(C(=O)OCc2cc(=O)n3nc(C4CC4)sc3n2)cc1 | -5% | -2% | 0.1%
O=S(=O)(NCc1ccc(Cl)cc1)c1ccc(N2CCCCS2(=O)=O)cc1 | u | -4% | -1.8%
COc1ccccc1CNC(=O)CCC1N=C2c3ccccc3N=C(SCc3ccc(C)cc3)N2C1=O (stereo unspecified) | u | -20% | 3.0%
CC(=O)N1CCCc2cc(S(=O)(=O)N3CCCC(C(=O)N4CCN(c5ccccc5F)CC4)C3)ccc21 (stereo unspecified) | -24% | -14% | -0.6%
CCOC(=O)c1ccccc1NC(=O)N1CCCN(S(=O)(=O)c2ccc3c(ccn3CC)c2)CC1 | -1% | -23% | -0.9%
N#Cc1ccccc1Cn1c(SCC(=O)Nc2ccc(F)cc2)nc2ccccc21 | -11% | -9% | 4.6%
CCOc1ccc2nc(N(Cc3cccnc3)C(=O)C3CCCCC3)sc2c1 | u | -14% | -0.1%
CCC(=O)N1CCc2cc(CNS(=O)(=O)c3cccs3)ccc21 | u | 3% | 8.8%
CCC(=O)N1c2ccccc2CC1C(=O)NCc1ccc(N(C)C)cc1 (stereo unspecified) | -5% | 2% | -0.6%
COc1ccccc1OCC(=O)Nc1nnc2n1CCS2 | u | -2% | 0.9%
CCc1cccc(NC(=O)CN2C=NS(=O)(=O)c3ccccc32)c1 | -24% | 0% | -0.8%
COc1ccc(NC(=O)CSc2nnc(NC(=O)Nc3ccccc3)s2)cc1OC | 19% | 0% | 5.8%

A different layout for part of the listing above:
SMILES,TGFb SMAD3 inh,A549 tox,Nrf2 ARE act
O=C(CSc1nc2ccccc2nc1Cc1ccccc1)NCc1ccccc1Cl,2%,8%,-0.8%
COc1cc(OC)c(NC(=O)Nc2ccccc2OCc2cc(=O)n3cc(C)ccc3n2)cc1Cl,3%,0%,1.0%
CCOC(=O)c1ccc(CN(Cc2ccc(F)cc2)S(=O)(=O)c2ccc(F)c(C(=O)Nc3ccc(Cl)cc3F)c2)cc1,-5%,-1%,-0.2%
COc1ccc(-c2nn(-c3cccc([N+](=O)[O-])c3)c3c2cnc2cc4c(cc23)OCO4)cc1,40%[activator],2%,-0.6%
CC(=O)c1ccc(NC(=O)CSc2nnc3ccc(-c4ccc(Br)cc4)nn23)cc1,-27%,2%,-0.3%
CCCCn1c(SCC(=O)Nc2cccc(OC)c2)nc2c(sc3ccccc32)c1=O,-24%,1%,-0.9%
COc1ccc(S(=O)(=O)Nc2cccc(-c3ccc(N4CCCC4)nn3)c2)c(OC)c1,-27%,11%,9.5%
CCOC(=O)c1cc(-c2ccccc2)n(CCC(=O)Nc2cc(C)cc(C)c2)c1C,u,-2%,4.0%
COc1ccc2nc(N(Cc3cccnc3)C(=O)c3ccco3)sc2c1,-5%,-7%,2.9%
COc1ccc(N2CC(NC(=O)C3CCCC3)CC2=O)cc1 (stereo unspecified),22%,8%,0.2%
Cc1cccc(NC(c2cccc(F)c2)c2ccc3ccc(C)nc3c2O)n1 (stereo unspecified),u,-6%,14%
Cc1ccc(C2C=C(c3ccccc3)Nc3nc(NS(=O)(=O)c4ccc(C)cc4)nn32)cc1 (stereo unspecified),-7%,6%,-0.6%
Cc1ccc2nc(N(Cc3cccnc3)C(=O)c3ccco3)sc2c1,3%,1%,0.7%
COc1ccc2c(c1)CC(C(=O)NCc1ccc(F)cc1)CO2 (stereo unspecified),1%,0%,-0.6%
CC(C)c1ccc(NC(=O)CSC2=Nc3ccccc3C3=NC(CCC(=O)NCc4ccc(F)cc4)C(=O)N23)cc1 (stereo unspecified),-26%,u,1.2%
COc1ccc(CCNC(=O)c2ccc3nc(Cc4ccccc4)oc3c2)cc1OC,u,-19%,7.0%
COc1ccccc1C(=O)Nc1cc(-c2cccc(Br)c2)nn1-c1ccccc1,u,4%,0.4%

Later entries
SMILES | TGFb SMAD3 inh | A549 tox | Nrf2 ARE act
Cc1cnc2c(c1SCC(=O)NCc1ccc(F)cc1)c(=O)n(C)c(=O)n2C | 0% | -3% | -0.5%
Cc1ccc(CCNC(=O)C2CCN(S(=O)(=O)c3ccc4c(ccn4C)c3)CC2)cc1 | u | -16% | 0.3%
CCOc1ccc(OCC(=O)Nc2nnc3n2CCS3)cc1 | 3% | -1% | 0.7%
COc1ccc(CCNC(=O)c2cc(=O)[nH]c3ccc(S(=O)(=O)N4CCCCC4C)cc23)cc1OC (stereo unspecified) | 0% | 8% | 0.3%
COC(=O)c1ccc2c(=O)n(CCCCCC(=O)N3CCN(c4ccc(Cl)cc4)CC3)c(=O)[nH]c2c1 | u | 11% | 3.7%
CC1CCCCN1CCCNC(=O)c1cc(Sc2cccc(Cl)c2)nc2ccccc12 (stereo unspecified) | -4% | 8% | 0.7%
COc1ccc(NC(=O)c2nn(C)c3c2CSc2ccc(C)cc2-3)cc1OC | -27% | 0% | 0.1%
O=C(O)c1ccc2oc(=O)n(Cc3ccccc3)c2c1 | 0% | 7% | -0.9%
CC(=O)N1CCCc2cc(S(=O)(=O)N3CCC(C(=O)NCc4cccc(C)c4)CC3)ccc21 | -24% | 6% | -0.1%
Cc1ccccc1CNC(=O)CN1CCSc2ccccc21 | 20% | 10% | 1.1%
CCOc1ccc(-c2ccc(NS(=O)(=O)c3cc(C)c(C)cc3C)cc2)nn1 | u | -15% | -0.5%
Cc1cc(C(=O)NCc2ccc(Cl)cc2)c2c(C)nn(-c3ccccc3)c2n1 | 0% | 2% | -1.4%
COc1ccc(CCNC(=O)c2ccc3nc(CCc4ccccc4)oc3c2)cc1OC | -19% | 9% | 3.1%
CC1=C(C(=O)Nc2ccccc2C)C(c2sccc2C)n2ncnc2N1 (stereo unspecified) | -1% | 14% | -0.4%
O=C(c1ccco1)N(Cc1cccnc1)c1nc2c(F)cccc2s1 | -14% | 3% | 9.5%
CCOc1ccc(CC(=O)NCc2ccc3c(c2)CCN3C(=O)c2ccc(F)cc2)cc1OCC | 22% | 3% | 0.4%
Cc1ccc(C2c3cccn3CCN2S(=O)(=O)c2ccc([N+](=O)[O-])cc2)cc1 (stereo unspecified) | -18% | 3% | 5.7%
CC(=O)c1ccc(C(=O)N(Cc2cccnc2)c2nc3c(C)c(C)ccc3s2)cc1 | u | -17% | -0.3%
CC(=O)N1CCCc2cc(S(=O)(=O)N(C)CC(=O)Nc3cccc(C)c3C)ccc21 | -1% | -2% | 0.5%
CCN(c1ccccc1)S(=O)(=O)c1ccc2[nH]cc(C(=O)NCc3ccc(C)cc3)c(=O)c2c1 | -1% | 4% | 0.5%

Single records, as listed above:
Results for CCOc1ccc(OCC(=O)Nc2nnc3n2CCS3)cc1 = TGFb SMAD3 inh: 3%; A549 tox: -1%; Nrf2 ARE act: 0.7%
Results for Cc1ccccc1CNC(=O)CN1CCSc2ccccc21 = TGFb SMAD3 inh: 20%; A549 tox: 10%; Nrf2 ARE act: 1.1%

Remaining list, next part:
SMILES | TGFb SMAD3 inh | A549 tox | Nrf2 ARE act
O=S(=O)(NCCc1csc2nc(-c3ccc(Cl)cc3)nn12)c1cccs1 | -34% | -22% | 15%
COc1ccc(CNC(=O)CCC2N=C3c4ccccc4N=C(SCc4ccccc4F)N3C2=O)cc1 (stereo unspecified) | -3% | 2% | 3.0%
CCOc1ccc(CNC(=O)C2CCN(S(=O)(=O)N3CCCCC3)CC2)cc1 | u | -5% | -0.3%
CC(C)Cc1nn2c(=O)cc(COC(=O)c3ccc(NC(=O)c4cccs4)cc3)nc2s1 | 6% | 11% | 2.5%
CCOC(=O)c1ccc(N2CC3=C(C2=O)C(c2ccc(OC)cc2)NC(=O)N3C)cc1 (stereo unspecified) | 13% | -1% | -0.5%
CCCCCNC(=O)C(=O)NCC(c1ccc2c(c1)OCO2)N1CCOCC1 (stereo unspecified) | 0% | 5% | -1.2%
COc1ccc(-c2nc(CNC(=O)NC3CCCCC3)c(C)o2)c(OC)c1 | -7% | -1% | 0.3%
COC(=O)c1cnc(N2CCN(c3ccccc3F)CC2)c2ccccc12 | -22% | 1% | -0.4%
Cc1ccccc1CN1C(=O)c2ccccc2Sc2ccc(C(=O)NC3CCCCC3)cc21 | 0% | -1% | -0.5%
Cn1cc(-c2cc3n(n2)CCC(=O)N3CCCC(=O)NCc2ccccc2)c2ccccc21 | -8% | 9% | 0.1%
CCc1sc(Nc2ccc(C)cc2Br)nc1-c1cc2cccc(OC)c2oc1=O | 1% | 1% | -1.4%
CC(C)(C)c1ccc(C(=O)NC(Cc2c[nH]c3ccccc23)C(=O)OCC(=O)c2ccccc2)cc1 (stereo unspecified) | u | 5% | 4.0%
